hcGAS lum = blocks human cGAS activity | Q8N884 | recombinant h-cGAS, ATP depletion, Kinase-Glo luminescence | inhibition, % at 12.5 µM | 0.081% of 290,000 active;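 also: 0% = vehicle reaction and 100% = reaction without DNA for no activity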
Target sequence (Q8N884 whole entry, looked up): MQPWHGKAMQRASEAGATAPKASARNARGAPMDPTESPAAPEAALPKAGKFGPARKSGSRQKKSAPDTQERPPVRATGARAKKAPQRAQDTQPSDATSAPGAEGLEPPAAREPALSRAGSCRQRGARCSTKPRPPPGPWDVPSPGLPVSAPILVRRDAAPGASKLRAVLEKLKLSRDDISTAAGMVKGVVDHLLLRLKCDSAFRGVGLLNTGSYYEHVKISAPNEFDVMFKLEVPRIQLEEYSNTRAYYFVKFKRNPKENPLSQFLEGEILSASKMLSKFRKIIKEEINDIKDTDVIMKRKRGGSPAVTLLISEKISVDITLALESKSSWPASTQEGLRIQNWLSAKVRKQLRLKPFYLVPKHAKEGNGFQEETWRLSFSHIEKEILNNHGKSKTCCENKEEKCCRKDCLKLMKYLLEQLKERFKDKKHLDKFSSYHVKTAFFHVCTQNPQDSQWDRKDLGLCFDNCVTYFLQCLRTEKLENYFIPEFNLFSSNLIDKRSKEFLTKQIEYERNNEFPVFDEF
NPYLR7 ag = mosquito NPYLR7 agonism. 0.15% of 270,000 active. HEK293T NPYLR7/Galpha15, GCaMP6s calcium fluorescence. activation, % at 10 µM. AID 1259423; in the data active = activation above about 40%;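 also: 0% = vehicle and 100% = reference agonist at the receptor; some compounds past the cut are filed as inactive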
mcGAS inh = inhibitors of mouse cGAS; Q8C6L5; recombinant cGAS, Kinase-Glo ATP depletion luminescence; inhibition, % at 12.5 µM; 0.15% of 160,000 active; AID 1259399;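 also: 0% = negative control wells and 100% = reference inhibitor with no enzyme activity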
Active calls of the source: *; . = not tested or not shown; & = joins results of further samples. Rule as the data show it, unless noted: active = inhibition above about 40%; inactive = the rest.

SMILES | hcGAS lum | NPYLR7 ag | mcGAS inh
COc1ccc2[nH]c3c(c2c1)CCN(C(=O)c1cc2ccccc2s1)C3c1ccc(-c2ccccc2C(F)(F)F)o1 (stereo unspecified) | -8.7 | 5.4 | -6.4
OC1CCCN(c2ccnc(N3CCOc4ccccc4C3)n2)C1 (stereo unspecified) | -4.4 | -9.2 | -8.8
Cc1[nH]c2ccccc2c1N=Nc1cccnc1 | -3.9 | 7.0 | -7.0
Cn1c(=O)c2c(nc(CO)n2C)n(C)c1=O | -2.2 | 6.3 | .
Cc1ccc(-c2cc(N3CCN(C)CC3)n3nccc3n2)cc1 | 4.2 | -8.1 | 3.5
COc1ccc(CN2CCn3nc(C(=O)NCc4cccc(C(F)(F)F)c4)cc3C2=O)cc1 | -3.5 | 20.0 | -5.6
CCOCCN1CCN(c2nccc(CCC(F)(F)F)n2)CC1 | -0.9 | -10.6 | .
CC1CN(c2nc3cc(Cl)ccc3c3nnc(Cc4ccccc4)n23)CC(C)O1 (stereo unspecified) | -2.5 | . | 0.0
CC1CN(S(=O)(=O)c2cccc(C(=O)Nc3cnn(C)c3)c2)CC(C)O1 (stereo unspecified) | -5.9 | -2.4 | -8.4
CCOC(=O)C(=Cc1c(C)nc2sccn12)C(=O)c1[nH]c(C)c(C(=O)OCC)c1C | -1.8 | -1.6 | .
Cn1c(=O)[nH]c(=O)c2c1nc(N1CCCCCC1)n2CC(N)=O | 5.0 | 4.3 | -1.0
Cc1oc(-c2ccc(-c3ccccc3)cc2)nc1CN1CCCCC1CO (stereo unspecified) | -0.5 | 8.7 | -15.1
c1ccc(CN=C2NN=C(c3ccccc3)CS2)cc1 | -5.6 | 8.7 | .
CC1CN(c2ncnc3sc4c(c23)CCCC4)CC(C)O1 (stereo unspecified) | -2.5 | 11.4 | -4.4
CSCCNC(=O)CC1C(=O)NCCN1Cc1ccccc1 (stereo unspecified) | -7.9 | 19.3 | .
CC(C)=CCCC(C)[C@@H]1CC[C@]2(C)C3=C(CC[C@@]12C)C1(C)CC[C@H](O)C(C)(C)C1CC3 (stereo partly specified) | 1.9 | -6.7 | -1.3
COC(=O)c1ccc(-c2nc(CN(C)Cc3ccc4nsnc4c3)c(C)o2)cc1 | -4.3 | 0.2 | .
O=C1NC2(CCOc3ccccc32)C(=O)N1Cc1nnc(-c2ccc(Br)o2)o1 (stereo unspecified) | -1.1 | 0.1 | -5.6
CC(Oc1cc(Cl)cc(Cl)c1)C(=O)N1CCC(C2(C)NC(=O)NC2=O)CC1 (stereo unspecified) | 1.4 | -5.6 | -0.4
Cc1c(CN2CCCC2c2ccccn2)[nH]c2ccc(F)cc12 (stereo unspecified) | -8.6 | 8.9 | .
COc1ccc(C)cc1NC(=O)c1c(C)c(N2CCOCC2)c(C)n1Cc1ccccc1C | -10.3 | 4.2 | -5.3
O=C(c1ccoc1)N1CCCC(N2CCN(c3cccc(C(F)(F)F)c3)CC2)C1 (stereo unspecified) | -9.3 | -1.3 | .
COC(=O)C1(NC(=O)c2cccc(S(=O)(=O)N(C)C3CCCCC3)c2)CCCCC1 | -8.6 | 7.6 | .
O=C(Nc1ccnn1Cc1c(Cl)cccc1Cl)NC1CC1 | -9.7 | 7.3 | .
CCOC(=O)c1nc2cc(C)c(C)cc2nc1N1CCN(S(=O)(=O)c2ccc(F)c(Cl)c2)CC1 | -9.5 | . | -6.8
Cc1cccc(OCc2nc(CN(CCN3CCCCC3)C(=O)NC(C)C)cs2)c1C | 2.7 | . | 1.3
O=C(/C=C/c1cn(S(=O)(=O)c2cccc3ccccc23)c2ccccc12)NCCCO | -3.6 | -11.7 | .
Cn1ncc(N2CCC(CNC(=O)C3(C)CCCNC3)CC2)cc1=O (stereo unspecified) | -16.6 | . | -8.6
N#Cc1ccc(Oc2cccc3cccnc23)c([N+](=O)[O-])c1 | -0.3 | 3.1 | -3.6
CN(Cc1cccc(F)c1)C(=O)c1cc(C2CC2)[nH]n1 | -6.6 | 1.0 | -0.7
COc1cccc(NC(=O)N2CCC3(CC2)NC(=O)c2cccc(C)c2N3)c1 | -4.1 | -1.9 | -3.7
O=S1(=O)N=C(Nc2ccc(F)cc2)c2ccccc21 | -3.6 | -3.0 | -5.0
O=C(CC1CCCC1)NCc1nnc(-c2ccc(Cl)cc2)o1 | -12.1 | 10.1 | .
CCc1nc(C)nc(N2CCN(C(=O)c3cccs3)CC2)c1Cc1ccccc1F | 0.2 | -3.0 | -3.6
O=C(Cn1c2c(c3ccccc31)CCC2)NCC1CCS(=O)(=O)C1 (stereo unspecified) | -1.8 | -1.5 | .
C=CCN(Cc1cccc(C#N)c1)S(=O)(=O)c1ccc(C#N)cc1 | 1.9 | -1.6 | .
Cc1ccc(O)c(C(=O)c2cnc3c(c2)c(=O)[nH]c(=O)n3CC(C)C)c1 | -5.7 | 1.9 | .
COc1ccc(C(=O)N2CCN(C(C(=O)NCC3CC3)C3CCCC3)CC2)cc1 (stereo unspecified) | 7.0 | -2.2 | .
Brc1ccccc1-c1nc(-c2ncccn2)no1 | -12.4 | -5.7 | -17.3
COc1ccc(C2CC(c3cccc(F)c3)=NN2C(=O)CN2CCCC2)c(OC)c1 (stereo unspecified) | 0.1 | 0.3 | 1.2
CCc1nc(C)sc1CNC(=O)C(O)c1ccc(Cl)cc1 (stereo unspecified) | -4.8 | 0.2 | -15.4
Clc1ccccc1N=c1oc2ccc3ccccc3c2cc1-c1nc2ccccc2[nH]1 | -3.8 | 2.9 | -7.6
C=c1[nH]c(=Cc2ccco2)c(=O)o1 | -5.2 | 0.8 | -7.1
CCOC(=O)C(NNS(=O)(=O)c1ccc(C)cc1)(NC(=O)CC(C)C)C(F)(F)F (stereo unspecified) | -1.1 | 12.2 | .
CC(C)c1noc(-c2ccc(NC(=O)N(C)Cc3cccc(Cl)c3)cc2)n1 | -7.7 | 2.6 | .
O=C(Nc1cccc(CNc2nccc(C(F)(F)F)n2)c1)c1ccco1 | -5.9 | 0.6 | .
COc1ccccc1-c1cnn2c(C)c(C(=O)NCc3cc(F)cc(F)c3)cnc12 | -19.8 | 9.9 | -7.8
COc1ccc(NC(=O)NNc2nc3c(-c4ccccc4)nnn3c3ccccc23)cc1OC | 0.1 | -4.1 | -1.3
Cc1sc2nc(C(C)C)nc(N3CCN(C(=O)C(C)(C)CCl)CC3)c2c1C | -6.6 | 10.8 | -4.9
COc1cc(NC(=O)N(C)C(C)c2ccc(F)cc2)cc(OC)c1 (stereo unspecified) | -4.7 | 1.5 | .
NC(=O)C(Sc1ncn[nH]1)c1ccc(Br)cc1F (stereo unspecified) | -10.6 | -7.3 | -16.8
O=C(NC1CCCCCC1)C1CCN(S(=O)(=O)c2cnc[nH]2)CC1 | 1.2 | 1.6 | 0.4
CC(C)n1cnc(S(N)(=O)=O)c1 | -6.6 | 1.5 | -12.6
Cc1ccc2c(N)c(C#N)sc2n1 | 0.1 | -0.6 | .
CCn1c(C)c(C(=O)CN(CC2CCCO2)C(=O)c2cccc(Br)c2)c(C)c1C(=O)OC (stereo unspecified) | -6.5 | -5.4 | -5.0
Cc1c(C(=O)NCc2cccnc2)[nH]c2c1C(=O)CCC2 | 6.0 | 2.4 | 1.0
Cc1c(C(=O)NC2CCC(C)CC2)nnn1-c1cccc2c1CCN(C(=O)NC(C)C)C2 (stereo unspecified) | 2.8 | -5.6 | 5.0
COCc1ccc(-c2n[nH]c(Cc3ccccc3)n2)o1 | -7.8 | . | -14.7
O=C(Cn1nnc(-c2cccc(F)c2)n1)N1CCCCC1 | 1.2 | -9.8 | -5.2
COc1ccc(-c2cc(N)n(-c3ccc(C(=O)N4CCCC5CCCCC54)cc3)n2)cc1 (stereo unspecified) | -6.0 | -16.3 | -3.7

New compounds follow:
SMILES | hcGAS lum | NPYLR7 ag | mcGAS inh
O=C(O)c1ccc(NC2CC2)c(Br)c1 | -2.0 | 6.3 | .
C1=CCC(c2cn(C3C4CC5CC(C4)CC3C5)nn2)CC1 (stereo unspecified) | -6.1 | . | -0.8
Cc1cc(C)n(C2CCN(Cc3ccnc(C(C)C)n3)C2)n1 (stereo unspecified) | -1.7 | 7.8 | .
Nn1c(-c2ccc(C(F)(F)F)cc2)n[nH]c1=S | -6.0 | 11.6 | .
CCN(CC)C(=O)N1CCCC(C(=O)Nc2cccc(C)c2C)C1 (stereo unspecified) | -6.2 | 1.8 | .
O=C(Nc1ccc(-n2ccnc2)cc1)c1cc(F)cc(Cl)c1O | -8.6 | 5.1 | -14.0
O=c1[nH]c(=S)[nH]c2nc(-c3cccs3)cc(C(F)(F)F)c12 | 2.3 | 1.0 | .
Cc1c(Br)cccc1NC(=O)C1(C)CCN1CCOc1ccccc1 (stereo unspecified) | -5.7 | 0.5 | .
O=C(NC(=S)NNc1ccccc1)C12CC3CC(CC(C3)C1)C2 | -2.2 | -8.4 | -4.0
Cc1ccc(-c2nnc3n2CCCCC3)cc1NC(=O)C1CSC2(C)CCC(=O)N12 (stereo unspecified) | -3.4 | 10.3 | -11.5
CN(C)CCCNC(=O)CC1CSc2nc3c(cnn3-c3ccccc3)c(=O)n21 (stereo unspecified) | 1.2 | 2.8 | -0.7
CCCc1cc(=O)[nH]c(-n2nc(C)cc2NC(=O)CC)n1 | -9.6 | 10.1 | -7.3
CCOC(=O)C(Cc1ccccc1)NC(=O)N1CCN(CC(OCc2ccc(C(=O)OC)cc2)c2cccc(OC)c2)CC1 (stereo unspecified) | -7.9 | . | -9.0
Cc1nc(SCc2ccc(C(=O)NC3CC3)cc2)nc(N2CCN(c3cccc(C(F)(F)F)c3)CC2)c1C | 0.8 | -4.0 | -3.5
CC(C)(C)n1ncc2c(=O)n(NC(=O)c3ccc(C(F)(F)F)cc3)cnc21 | -4.5 | 4.5 | .
Cc1nnc(C(C)Nc2ccc(OC3CCCC3)cc2)o1 (stereo unspecified) | 0.6 | -2.2 | .
CCOC(=O)C1(Cc2cccc(OC)c2)CCN(Cc2c(C)nc3sccn23)CC1 | -6.9&-2.3 | 16.0&6.0 | -4.4
CC(=O)CSc1ncnc2c1oc1ccccc12 | -2.3 | -6.2 | .
CCC1(C)NC(=O)N(NC(=O)c2ccc(Cl)s2)C1=O (stereo unspecified) | -10.4 | -0.5 | .
C#CC1(OCC(O)CN2CCN(C)CC2)CCCCC1 (stereo unspecified) | 2.7 | -1.1 | -0.4
COc1cc(C=Nn2c(C3COc4ccccc4O3)n[nH]c2=S)cc(OC)c1O (stereo unspecified) | -5.7 | -3.4 | -3.7
COc1cc(C2C(C(=O)OC(C)C)=C(C)NC3=C2C(=O)CC(c2ccc(Cl)cc2)C3)ccc1O (stereo unspecified) | -4.6 | 6.3 | -4.3
COc1cccc(C(CN2CCN(C(=O)c3ccc(F)c(F)c3)CC2)OCc2cccc(Cl)c2)c1 (stereo unspecified) | -4.7 | . | -6.6
CCSc1nnc(NC(=O)CSc2nnc(NC(=O)C(CC)CC)s2)s1 | 1.6 | -9.1 | 2.8
CCn1c(C2CCCN(c3ncnc4sc(C)cc34)C2)n[nH]c1=O (stereo unspecified) | -1.1 | . | -8.8
COc1ccccc1-c1c(C(F)(F)F)oc2c(CN(C)C3CCCCC3)c(O)ccc2c1=O | -7.6 | 4.7 | -5.8
CCN(CC)CC(=O)NCc1cccnc1N1CCOCC1 | -2.4 | 9.1 | .
COc1ccc2ccccc2c1C1N(c2ccc(F)cc2)C(=O)C2CCCN21 (stereo unspecified) | -2.4 | -5.4 | -0.1
O=C(Nc1ccc(C(=O)Nc2ccc(N3CCCCC3)cc2)s1)c1ccco1 | -2.6 | 2.3 | -8.4
CCOC(=O)c1cc(-c2cccc(NC(=O)c3cc(C)nn3C)c2)n(-c2ccc(OC)cc2)n1 | -6.5 | -3.6 | -7.1
CCCCC(=O)Nc1c(-c2ccc(C)cc2)nc2cc(C)ccn12 | -5.4 | 8.2 | -10.0
Cc1cc(NC(=O)CCc2ccco2)ccc1N1CCN(C)CC1 | -7.9&-1.9 | 3.6 | .
Cc1nc2c(c(N(C)C)n1)CCN(S(=O)(=O)c1c(C)nn(C)c1Cl)C2 | -1.6 | 4.8 | .
COC(=O)c1ccc2c(=O)n(-c3cccc(OC)c3)c(N3CCN(c4ccccn4)CC3)nc2c1 | -3.9 | -1.7 | -5.2
O=C(NCCS(=O)(=O)N1CCCC1)C1CCCCn2nnnc21 (stereo unspecified) | -6.1 | . | -4.2
CNC(=O)C1CCN(C(=O)c2ccc(-c3ccc(Cl)cc3)o2)CC1 | -15.5&-5.6 | -0.7&0.5 | .

Reprinted at random: two compounds from above
SMILES | hcGAS lum | NPYLR7 ag | mcGAS inh
O=C(Nc1ccc(C(=O)Nc2ccc(N3CCCCC3)cc2)s1)c1ccco1 | -2.6 | 2.3 | -8.4
Cc1nc2c(c(N(C)C)n1)CCN(S(=O)(=O)c1c(C)nn(C)c1Cl)C2 | -1.6 | 4.8 | .

Of the compounds above, these have a thiophene ring, fused or not:
SMILES | hcGAS lum | NPYLR7 ag | mcGAS inh
COc1ccc2[nH]c3c(c2c1)CCN(C(=O)c1cc2ccccc2s1)C3c1ccc(-c2ccccc2C(F)(F)F)o1 (stereo unspecified) | -8.7 | 5.4 | -6.4
CC1CN(c2ncnc3sc4c(c23)CCCC4)CC(C)O1 (stereo unspecified) | -2.5 | 11.4 | -4.4
CCc1nc(C)nc(N2CCN(C(=O)c3cccs3)CC2)c1Cc1ccccc1F | 0.2 | -3.0 | -3.6
Cc1sc2nc(C(C)C)nc(N3CCN(C(=O)C(C)(C)CCl)CC3)c2c1C | -6.6 | 10.8 | -4.9
Cc1ccc2c(N)c(C#N)sc2n1 | 0.1 | -0.6 | .
O=c1[nH]c(=S)[nH]c2nc(-c3cccs3)cc(C(F)(F)F)c12 | 2.3 | 1.0 | .
CCC1(C)NC(=O)N(NC(=O)c2ccc(Cl)s2)C1=O (stereo unspecified) | -10.4 | -0.5 | .
CCn1c(C2CCCN(c3ncnc4sc(C)cc34)C2)n[nH]c1=O (stereo unspecified) | -1.1 | . | -8.8
O=C(Nc1ccc(C(=O)Nc2ccc(N3CCCCC3)cc2)s1)c1ccco1 | -2.6 | 2.3 | -8.4
